Source: PubChem (several laboratories)
FLuc act counter: firefly luciferase counter-screen for stimulation assays; P08659; ATPlite luciferase biochemical, luminescence, 10 min; 0 = ATP-free wells, 1 = DMSO control; activation factor at 10 µM; 200,000 tested, under 10 active; AID 1027;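 active = luciferase activation factor, scaled between plate controls, of at least 2 with compound at 10 µM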
Target sequence (P08659 whole entry, looked up): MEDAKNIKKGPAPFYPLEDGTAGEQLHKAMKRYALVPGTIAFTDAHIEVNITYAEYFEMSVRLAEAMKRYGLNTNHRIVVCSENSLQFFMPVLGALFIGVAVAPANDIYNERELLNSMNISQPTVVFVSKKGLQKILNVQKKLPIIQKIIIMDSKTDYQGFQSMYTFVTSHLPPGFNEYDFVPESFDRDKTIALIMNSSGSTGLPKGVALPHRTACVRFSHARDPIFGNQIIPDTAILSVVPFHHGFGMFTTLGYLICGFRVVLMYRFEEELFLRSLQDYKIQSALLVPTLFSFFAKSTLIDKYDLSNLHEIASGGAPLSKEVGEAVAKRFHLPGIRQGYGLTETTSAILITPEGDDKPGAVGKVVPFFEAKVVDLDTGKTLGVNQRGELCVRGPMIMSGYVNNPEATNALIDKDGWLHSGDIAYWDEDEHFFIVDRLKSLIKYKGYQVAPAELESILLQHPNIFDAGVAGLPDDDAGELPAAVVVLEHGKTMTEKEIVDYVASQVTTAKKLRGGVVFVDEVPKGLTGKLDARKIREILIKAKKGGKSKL
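Assay system – cell-free luciferase reagent · Medium – PBS-based ATP solution · Dosing – test compounds dosed from 2 mM stocks in 100% DMSO · Timing – 10 min, room temperature · Technique – light output (luminescence) · Measure – luminescence gain marking luciferase activators · Controls – No-ATP low control, compound-free enzyme-plus-ATP high control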
TNAP act hiacc: activators of human TNAP at high phosphate acceptor concentration. 200,000 tested, under 10 active. purified TNAP, CDP-star luminescence, 1 M DEA, 30 min; stronger effect = higher value; 0 = EDTA background, 1 = DMSO-only activity. activation factor at 20 µM. AID 1136;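 active = activation factor at least 2 at 20 µM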
Target sequence (P05186 whole entry, looked up): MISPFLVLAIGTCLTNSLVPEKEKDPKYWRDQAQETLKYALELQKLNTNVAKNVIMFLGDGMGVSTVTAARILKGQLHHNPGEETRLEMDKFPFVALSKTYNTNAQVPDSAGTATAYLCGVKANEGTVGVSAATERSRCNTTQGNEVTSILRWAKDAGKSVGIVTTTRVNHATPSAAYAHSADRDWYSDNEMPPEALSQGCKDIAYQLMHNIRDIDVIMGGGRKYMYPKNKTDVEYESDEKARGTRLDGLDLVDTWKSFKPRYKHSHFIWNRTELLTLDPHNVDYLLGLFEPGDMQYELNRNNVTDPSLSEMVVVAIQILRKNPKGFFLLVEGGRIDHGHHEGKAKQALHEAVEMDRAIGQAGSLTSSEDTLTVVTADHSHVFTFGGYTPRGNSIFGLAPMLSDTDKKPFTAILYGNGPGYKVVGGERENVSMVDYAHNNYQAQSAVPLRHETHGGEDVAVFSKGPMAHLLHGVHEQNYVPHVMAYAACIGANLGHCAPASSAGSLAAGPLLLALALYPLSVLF
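Measured by: Luminescent substrate turnover signal | Test system: Human TNAP | Input: TNAP 1/800 final | Dosing: 20 µM single point | Schedule: 30 min, room temperature | Controls: EDTA wells as negative control, DMSO wells as positive control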
NF-kB neuron act: raises NF-kB expression in human neuronal cells; NF-kB reporter expression; stronger effect = higher value; actives 1.6% (n = 190,000); fold change at 12.5 µM; in the data active = fold change above about 3.3
PMI activator: phosphomannose isomerase (human) activation. purified human PMI, coupled resazurin fluorescence, 20 min; stronger effect = higher value; 1 = vehicle control, 0 substrate-free wells. activation factor at 20 µM. P34949. actives 0.005% (n = 190,000);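 active = activation factor of 2 or more at 20 µM, relative to plate controls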
TNAP inh no acc: TNAP (human) inhibition, acceptor-free conditions. P05186. AID 1012. actives 0.26% (n = 200,000). purified TNAP, CDP-star luminescence, 30 min. inhibition, % at 20 µM;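 active = tissue-nonspecific alkaline phosphatase inhibition above about 50% at 20 µM in the single-dose screen, limit read from the data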;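 also: 0% = DMSO negative control and 100% = EDTA positive control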
APP 5'UTR act: activates APP 5'UTR luciferase reporter; SH-SY5Y APP 5'UTR luciferase reporter, luminescence; zero percent = DMSO vehicle wells; actives 1% (n = 190,000); AID 1276; activation, % at 2 µM;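 active = activation above a set limit, based on mean plus 3 SD of controls, cut at about 140% in these data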; also: values of inactives mirror those of a sister screen read the other way
FLuc inh counter: inhibits firefly luciferase, flagging false hits in luciferase inhibition screens. ATPLite firefly luciferase biochemical luminescence, 10 min. inhibition, % at 10 µM. actives 1.5% (n = 200,000);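 active = inhibition above about 50% when tested at 10 µM, limit read from the data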
TNAP inh hi DEA: blocks human TNAP under high phosphate acceptor concentration. P05186. purified TNAP, CDP-star luminescence, 1 M DEA. inhibition, % at 20 µM. actives 0.03% (n = 200,000). AID 1135;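 active = over 50% inhibition of tissue-nonspecific alkaline phosphatase at 20 µM in the single-dose screen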;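 also: plate controls were DMSO wells for no effect and EDTA-quenched wells as full inhibition for full effect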
PMI act hi M6P: PMI (human) activation, high substrate; AID 1216; activation factor at 20 µM; P34949; actives 0.34% (n = 190,000); coupled PMI enzyme assay, resazurin fluorescence, 20 min; stronger effect = higher value; 1 = untreated enzyme, 0 = substrate-free blank;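 active = activation factor of 2 or more at 20 µM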
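Test system: Human PMI in coupled enzyme assay | Input: 15 ng/mL PMI | Medium: HEPES-buffered pH 7.4 with magnesium and detergent | Compound: One concentration, 20 µM, in 1% DMSO | Incubation: Enzyme reaction with compound 20 min at room temperature | Detection: Diaphorase-driven resazurin-to-resorufin fluorescence, excitation 544, emission 590 nm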
bIAP act: increases bovine intestinal alkaline phosphatase activity | AID 1016 | actives 0.17% (n = 200,000) | purified bovine IAP, CDP-star luminescence, 30 min; stronger effect = higher value; fold of DMSO-control signal, blank-subtracted | activation factor at 20 µM;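 active = activation factor of 2 or more at 20 µM, a signal rise over negative controls twice the positive control's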
* hit, by the source's call; . = no result given.

SMILES	FLuc act counter	TNAP act hiacc	NF-kB neuron act	PMI activator	TNAP inh no acc	APP 5'UTR act	FLuc inh counter	TNAP inh hi DEA	PMI act hi M6P	bIAP act
O=C(/C=C/c1ccccc1Cl)NCCc1ccc(F)cc1	1	1	1.37	1	-5.8	31.6	-0.4	0.2	0.9	0.9
COc1ccccc1Oc1ccc(N/C=C2/CCCC2=O)cc1	1	1	1.06	1.4	-4.0	17.2	-2.2	-1.1	1.6	0.8
CCOC(=O)CSc1nc(C2CC2)nc2ccccc12	1	1.1	1.04	1.1	-4.5	1.6	4.9	-8.6	1.2	1
O=C(Nc1ccc(F)cc1)c1nc[nH]c1C(=O)Nc1ccc([N+](=O)[O-])cc1	1	1	0.92	1.2	-48.0	-21.1	-4.5	-3.9	1.1	1.4
CC(OC(=O)c1ccc([N+](=O)[O-])s1)C(=O)Nc1ncc(Cl)cc1Cl (stereo not drawn)	1.1	1	1.02	0.8	-15.1	7.1	-5.9	-2.5	0.9	1
CSc1ccc(C(=O)/C=C/c2ccc(N)cc2)cc1	0.1	1	10*	1	3.1	116.8	89.6*	0.3	0.9	0.8
CCOC(=O)CSc1nnc(-c2ccccc2)o1	1	1	1.34	1	-9.7	-4.2	3.7	-4.1	1.1	0.9
O=C(NC(=S)Nc1ccc2c(c1)OCO2)c1ccccc1	0.5	1	7.28*	0.7	-11.8	170.0*	47.4	-4.9	0.7	1
O=C(O)CCc1ccc(-c2cccs2)n1CC1CCCO1 (stereo not drawn)	1	1	1.13	1	-11.5	-1.9	-4.3	-1.4	1	0.9
COc1ccc2oc(=O)c(/C(C)=N/Nc3nc(-c4cc(C)ccc4C)cs3)cc2c1	1.1	1	1.04	1.6	22.0	-6.7	-9.1	0.7	2.3*	1

Compound profiles (already shown). Values in the order: FLuc act counter | TNAP act hiacc | NF-kB neuron act | PMI activator | TNAP inh no acc | APP 5'UTR act | FLuc inh counter | TNAP inh hi DEA | PMI act hi M6P | bIAP act
O=C(NC(=S)Nc1ccc2c(c1)OCO2)c1ccccc1 is listed with 0.5 | 1 | 7.28* | 0.7 | -11.8 | 170.0* | 47.4 | -4.9 | 0.7 | 1
CCOC(=O)CSc1nnc(-c2ccccc2)o1 is listed with 1 | 1 | 1.34 | 1 | -9.7 | -4.2 | 3.7 | -4.1 | 1.1 | 0.9
O=C(/C=C/c1ccccc1Cl)NCCc1ccc(F)cc1 is listed with 1 | 1 | 1.37 | 1 | -5.8 | 31.6 | -0.4 | 0.2 | 0.9 | 0.9
COc1ccc2oc(=O)c(/C(C)=N/Nc3nc(-c4cc(C)ccc4C)cs3)cc2c1 is listed with 1.1 | 1 | 1.04 | 1.6 | 22.0 | -6.7 | -9.1 | 0.7 | 2.3* | 1
CCOC(=O)CSc1nc(C2CC2)nc2ccccc12 is listed with 1 | 1.1 | 1.04 | 1.1 | -4.5 | 1.6 | 4.9 | -8.6 | 1.2 | 1

Marked active in PMI act hi M6P (from the list above):
SMILES | TNAP act hiacc | NF-kB neuron act | PMI activator | TNAP inh no acc | APP 5'UTR act | TNAP inh hi DEA | PMI act hi M6P | bIAP act
COc1ccc2oc(=O)c(/C(C)=N/Nc3nc(-c4cc(C)ccc4C)cs3)cc2c1 | 1 | 1.04 | 1.6 | 22.0 | -6.7 | 0.7 | 2.3* | 1

(cont.)
SMILES	FLuc act counter	TNAP act hiacc	NF-kB neuron act	PMI activator	TNAP inh no acc	APP 5'UTR act	FLuc inh counter	TNAP inh hi DEA	PMI act hi M6P	bIAP act
O=C(CCc1nc2ccccc2c(=O)[nH]1)Nc1ccc(N2CCCCC2)cc1	0.9	1	1.25	1	-2.1	2.0	6.7	-2.2	0.8	1.1
COC(=O)c1ccc(COC(=O)c2ccc(-n3cnnn3)cc2)o1	1	1	0.84	1	-12.0	14.6	0.6	-3.1	1.1	1
Cc1ccc(O)c(N=Cc2cccs2)c1	1	1	1.59	0.7	-11.7	56.7	2.3	3.0	0.3	0.7
O=S(=O)(Nc1ccc(-c2cn3ccsc3n2)cc1)c1ccc2c(c1)OCCO2	0.9	1.1	1.75	1	-15.6	14.4	9.4	-6.9	1	0.9
O=C(CNC(=O)C12CC3CC(CC(C3)C1)C2)OCc1cc(=O)n2cc(Br)ccc2n1	1.1	1.1	1.17	1.1	-8.8	-14.3	-8.5	-6.9	1	1
Cc1ccc(NC(=O)COc2ccccc2CNC(C)(C)CC(C)(C)C)cc1	1	1.2	0.97	0.9	-53.0	12.1	-4.2	-22.7	0.9	30.3*
CCOC(=O)c1ccccc1NC1OC(=O)c2ccccc21 (stereo not drawn)	1	1.1	0.99	1	-10.9	-2.2	-3.4	-5.8	0.9	0.9
CCOC(=O)c1c(NC(=O)C2c3ccccc3Oc3ccccc32)sc(C(C)=O)c1C	1.1	1.1	1.01	0.9	-0.3	0.8	-10.9	-6.1	0.9	1
O=C(CSc1ccc2nnc(-c3cccnc3)n2n1)N1CCc2ccccc21	1.1	1.1	.	1	-5.2	.	-7.6	-5.1	1	0.9
CCN(CC)CCCNC(=O)c1cc2c(=O)n(C)c3ccccc3c2n1C	1.1	1	1.8	1	-20.1	27.1	-8.0	-2.9	1	1.1
O=C(CCN1C(=O)/C(=C/c2ccc(F)cc2)SC1=S)NNC(=O)c1ccncc1	1	1	1.05	1.1	-95.0	7.7	-1.0	-0.6	1.2	1.1
Cc1cccc(OCc2nnc(SCC(=O)N3CCN(c4ccccc4)CC3)o2)c1C	1	1	1.74	0.9	-5.7	12.0	-4.8	-1.4	0.9	1.1
CCOc1ccccc1C(=O)OCC(=O)Nc1ncc(C(F)(F)F)cc1Cl	1	1.1	1.03	0.9	-10.4	2.5	-3.9	-8.0	1	1
N#C/C(=C/c1ccc(N2CCCCC2)o1)C(=O)Nc1ccc2ccccc2c1	0.7	0.6	1.09	0.9	36.2	18.0	29.1	39.4	0.8	1.2
O=C(NC(=S)Nc1ccccc1N1CCOCC1)c1ccc(-c2cccc(Cl)c2)o1	1	1	0.64	0.9	-10.2	-0.1	-2.7	-1.8	1	0.9
COc1ccc(NS(=O)(=O)c2ccc(NC(=O)c3cnn4c(C(F)F)cc(-c5ccc(C)cc5)nc34)cc2)cc1	1.1	1	0.79	1	-4.1	-2.7	-9.6	-0.3	1	0.9
CCOC(=O)c1cnc2ccc(Br)cc2c1NCC(C)O (stereo not drawn)	1.1	1	.	0.9	-7.4	.	-5.1	-0.8	0.5	1
COc1ccc(/C=C/C2=NN(Cc3ccccc3)C(=O)CC2)cc1	1.1	1	1.34	1	1.6	-10.1	-7.4	-0.2	1	1
CC(C)(C)c1ccc(S(=O)(=O)N2CCCCC2C(=O)NCc2ccccn2)cc1 (stereo not drawn)	1	1.1	0.9	0.8	-13.2	.	0.8	-5.7	0.8	1.1
CC(C)OC(=O)CCC(=O)Nc1ccc(F)cc1	1	1	1.1	0.9	-4.1	3.4	-0.9	2.8	0.8	1
COc1cccc2[nH]c3c(N4CCC(C(N)=O)CC4)ncnc3c12	1.1	1	1.36	1	-10.7	-2.3	-8.2	-4.3	1	1
Cc1cc(NC(=O)C2CCCCC2)nc2c1c(=O)oc1ccccc12	1	0.9	0.34	1	0.6	15.8	2.1	6.2	1.1	1
Cc1ccccc1-n1nc2c(c1NC(=O)c1c(-c3ccccc3Cl)noc1C)CSC2	1.1	1	1.35	0.9	-8.2	-12.5	-6.8	-2.4	1	1
CC(C)C(OC(=O)/C=C/c1ccc2c(c1)OCO2)C(=O)NC(N)=O (stereo not drawn)	1	1	1.2	1	-11.3	6.0	3.1	-0.7	0.9	0.9
C/C(=N\NC(=O)OC(C)(C)C)c1ccccc1Br	1	1	2.12	1	-11.7	20.1	2.6	-3.7	1.1	1
CCC(C)(C)NC(=O)C(c1cccc(OC)c1OC)N(CCC(C)C)C(=O)CCC(=O)Nc1cc(C)on1 (stereo not drawn)	1	1	1.04	1	-4.0	-8.1	-4.8	-4.2	1	1.1
COc1ccc(S(N)(=O)=O)cc1C(N)=O	1.1	1	1.14	1.1	-5.1	6.6	-6.5	-3.1	1.1	1
CC(=O)c1ccc(NC(=O)Nc2ccc([N+](=O)[O-])cc2)cc1	1.1	1	0.88	0.9	-2.7	35.3	-5.2	-0.1	1	0.9
Cc1cc2n(n1)SC(Nc1ccc(F)cc1)N2 (stereo not drawn)	1	1	1.25	0.4	-14.9	0.0	4.7	-1.9	0.5	1
CC1CCN(c2c(NCc3ccc(C(=O)NCCc4ccc(Cl)cc4)cc3)c(=O)c2=O)CC1	1	1	1.03	1	-3.4	1.2	0.9	4.3	1	1
CCN1CCCC(CO)(Cc2ccccc2)C1 (stereo not drawn)	1.1	1	1.25	0.9	-6.7	34.1	-7.8	-4.9	0.9	1.1
CCOC(=O)C1CCN(C(=O)c2ccc(Br)o2)CC1	1	1	1.32	0.9	-10.6	14.3	-4.9	-2.1	0.9	1.1
O=C(COc1nncc2ccccc12)NCCC1=CCCCC1	1	1	1.18	1	-6.9	-2.2	0.6	1.1	1	1
CCOCCCNC(=O)COC(=O)/C=C/c1ccc(S(=O)(=O)N2CCc3ccccc32)cc1	1	1	1	0.9	-5.4	-0.1	-4.8	-3.2	0.9	1
CC(=O)OCC(=O)Nc1ccc(C(C)=O)cc1	1	1	0.89	1	-4.2	-1.0	-0.4	1.9	1	1
Cc1ccccc1NC1=NS(=O)(=O)c2ccccc21	1	1	0.91	0.9	-4.1	14.7	0.7	4.0	0.9	0.9
Cc1ccc(-c2cn3cccnc3n2)cc1	0.3	1	2.06	1.4	-10.8	48.0	66.0*	-1.0	1.5	1
COc1ccc(C2NC(=S)NC(O)(C(F)(F)F)C2C(=O)c2cccs2)cc1 (stereo not drawn)	1.1	1	1.21	0.9	-12.6	5.8	-8.5	-0.7	1.1	0.9
CSc1ccccc1NC(=O)CSc1nnnn1-c1ccccc1SC	1	1	1.01	0.9	-7.1	3.2	0.0	0.6	0.9	0.7
Cc1nc(CC(=O)Nc2nc(C(C)(C)C)cs2)cs1	1	1.1	1.32	1	-7.8	5.9	2.0	-6.8	1	1
COc1cccc(NC(=O)CN2CCSc3ccccc32)c1	1.1	1	0.93	1.5	-1.9	-24.4	-6.0	-4.4	1.5	0.8
CCOc1ccc(CCNC(=O)C2CCN(S(=O)(=O)N3CCC(C)CC3)CC2)cc1OCC	1.1	1	1.1	1.1	-3.9	2.0	-6.9	-4.5	1.2	0.8
CCOC(=O)C1=C(C)N(CCO)C(=O)NC1c1ccccc1 (stereo not drawn)	1	1	0.93	0.9	-6.6	0.7	-1.1	-3.3	0.8	1
Cc1ccc(CN2CCN(Cc3c(C)nn(-c4ccc(F)cc4)c3C)CC2CCO)o1 (stereo not drawn)	1.1	1	1.16	1.1	-7.7	-14.5	-5.7	-1.1	1.1	1.1
O=C(CSc1nnc2n(C3CCCC3)c(=O)c3ccccc3n12)N1CCCCCC1	1.1	1	0.62	1	-0.1	15.8	-6.0	-2.6	1	1.1
Cc1ccccc1NC(=O)c1cc(S(=O)(=O)N2CCOCC2)ccc1F	1.1	1	1.06	1	-8.0	11.5	-6.5	-1.2	1	1
CCOC(=O)CSc1ccc2nnc(-c3ccccc3)n2n1	1.1	1	0.91	1	-10.6	6.4	-6.4	-1.9	0.9	0.9
CCOC(=O)N1CCN(C(=O)c2ccc(C#CC3(O)CCCCC3)cc2)CC1	1	1	1.22	0.9	-7.2	7.4	-4.4	-2.9	0.9	1
